# Screens from PubChem BioAssay.
# PI4K2A block = qHTS for small molecular inhibitors of PI4K2A; purified PI4K2A, ADP-Glo luminescence, 1 h; active compounds read low; Phosphatidylinositol 4-kinase type 2-alpha (Homo sapiens), Q9BTU6; activity change, negative = inhibition, % at 76.9 µM; hit rate 0.13% among 420,000; in the data active = activity change below about -50%; inconclusive = mostly about -30% to -49%;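 note: -100% = wells without enzyme as full effect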
#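 ADP-Glo luminescence measured ADP generated by PI4K2A enzyme (4 ug/mL before mixing) with 1.2 mM PI substrate (pre-mix) and 300 microM ATP (pre-mix). Tris pH7.5 buffer with MgCl2, Triton X-100; 1 h reaction at ambient temperature.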
# GLS inhibitor = qHTS for Inhibitors of Glutaminase (GLS); Glutaminase kidney isoform, mitochondrial (Homo sapiens), O94925; GLS enzymatic activity, qHTS titration; Potency, µM (titrated, usually from 45.5 µM), inactives show at the highest dose activity change, negative = inhibition, actives largely listed as inhibitors; hit rate 0.21% among 410,000; note: potency is the fitted concentration of half-maximal effect; % is set by controls: 0 for no effect and ±100 for the full control effect
#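 Read-out is an Amplex red fluorescence increase coupled through glutamate oxidase and HRP, measured before and after 30 min room-temperature incubation. hKGA is in 45 mM KH2PO4 (pH 8.2) with 0.02% Tween-20; glutamine added as 1mM solution.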
# ALOX12 inh = Primary qHTS assay for inhibitors of human arachidonate 12S-lipoxygenase (ALOX12): Round 2. Polyunsaturated fatty acid lipoxygenase ALOX12 (Homo sapiens), P18054. purified 12hLO, xylenol orange hydroperoxide absorbance. Potency, µM (doses to about 108 µM), without a hit: at the highest dose activity change, negative = inhibition, most hits filed as inhibitors. hit rate 1.1% among 580,000; note: potency is the fitted concentration of half-maximal effect; % is set by controls: 0 for no effect and ±100 for the full control effect
# Target sequence (P18054 whole entry, looked up): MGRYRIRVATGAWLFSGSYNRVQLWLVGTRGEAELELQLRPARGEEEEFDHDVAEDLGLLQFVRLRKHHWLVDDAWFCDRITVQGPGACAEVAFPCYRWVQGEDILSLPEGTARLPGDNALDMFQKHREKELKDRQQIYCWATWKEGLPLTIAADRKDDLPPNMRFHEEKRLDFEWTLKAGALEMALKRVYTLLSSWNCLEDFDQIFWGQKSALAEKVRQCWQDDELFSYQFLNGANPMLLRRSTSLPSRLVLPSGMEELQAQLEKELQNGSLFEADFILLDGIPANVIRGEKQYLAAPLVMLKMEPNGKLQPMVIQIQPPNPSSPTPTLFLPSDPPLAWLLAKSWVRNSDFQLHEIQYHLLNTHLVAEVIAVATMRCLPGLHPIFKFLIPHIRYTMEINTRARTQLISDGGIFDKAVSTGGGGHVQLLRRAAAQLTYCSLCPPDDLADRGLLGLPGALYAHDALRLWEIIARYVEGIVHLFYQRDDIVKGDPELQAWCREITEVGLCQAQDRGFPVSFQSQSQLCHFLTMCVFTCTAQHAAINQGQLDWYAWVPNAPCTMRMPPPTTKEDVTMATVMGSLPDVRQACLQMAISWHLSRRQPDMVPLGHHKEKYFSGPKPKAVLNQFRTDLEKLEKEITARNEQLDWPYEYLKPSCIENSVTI
#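 Hydroperoxide product was detected by ferrous iron/xylenol orange as the 573 to 405 nm absorbance ratio. Arachidonic acid at 40 uM (final) was turned over for 30 min at room temperature by 150 nM human 12hLO, pH 7.0 Hepes buffer, after 15 min compound preincubation.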
# G9a inh = qHTS Assay for Inhibitors of Histone Lysine Methyltransferase G9a | hit rate 8.8% among 350,000 | G9a H3K9 monomethylation, AlphaScreen, 2 h | Histone-lysine N-methyltransferase EHMT2 (Homo sapiens), Q96KQ7 | Potency, µM (series often up to 102 µM), without a hit: at the highest dose activity, negative = inhibition, most hits filed as inhibitors; note: potency is the fitted concentration of half-maximal effect; % is set by controls: 0 for no effect and ±100 for the full control effect; nearly all actives have a fitted effect of over 75% in size
#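 Step 1: enzyme (final 20 nM) with compound, 15 min RT. Step 2: substrate peptide 500 nM and SAM 20 uM, 2 h RT. Step 3: anti-H3K9me1 antibody and AlphaScreen beads, 10 min, then plate read.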
# RGS4 inh = Inhibitors of Regulator of G Protein Signaling (RGS) 4: qHTS | Regulator of G-protein signaling 4 (Homo sapiens), P49798 | Transcreener GDP fluorescence polarization, RGS4-accelerated GTP hydrolysis | Potency, µM (doses to about 114 µM), for the others: top-dose activity change, negative = inhibition, most hits filed as inhibitors | hit rate 0.039% among 390,000; note: potency is the fitted concentration of half-maximal effect; % is set by controls: 0 for no effect and ±100 for the full control effect; nearly all actives have a fitted effect of over 75% in size; some results filed as inactive show a strong effect at the top dose
#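 MLSMR compounds (23 nl, pin-transferred) preincubated 10 min at room temperature with a 500nM (2x) first reagent, then RGS4 at 900nM (2x) plus Transcreener GDP mix added; fluorescence polarization (620/688 nm) read before and after 90 min at 30 °C.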
# ERG-DNA inh = qHTS for Small Molecule Inhibitors of the ERG Ets/DNA interaction; hit rate 0.028% among 370,000; Transcriptional regulator ERG (Homo sapiens), P11308; Potency, µM (series often up to 76.9 µM), without a hit: at the top dose FP activity, negative = inhibition, usual class: inhibitors; AID 624246, 2012; fluorescence polarization, His-ERG Ets domain / labelled DNA; active = well fitted inhibition curve with a large enough effect in the polarisation, with a control signal flat; inconclusive = small, poorly fitted or top-dose-only effect, or effect the other way, or a change in a side signal; inactive = no such curve, though single readings can be large or run the other way; the % refers to the polarisation;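 note: polarization taken with two DNA probes labelled with fluorescein and Texas red; potency is the fitted concentration of half-maximal effect; % of control where 0% means no effect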
# Target sequence (P11308 whole entry, looked up, the tested form may be a part): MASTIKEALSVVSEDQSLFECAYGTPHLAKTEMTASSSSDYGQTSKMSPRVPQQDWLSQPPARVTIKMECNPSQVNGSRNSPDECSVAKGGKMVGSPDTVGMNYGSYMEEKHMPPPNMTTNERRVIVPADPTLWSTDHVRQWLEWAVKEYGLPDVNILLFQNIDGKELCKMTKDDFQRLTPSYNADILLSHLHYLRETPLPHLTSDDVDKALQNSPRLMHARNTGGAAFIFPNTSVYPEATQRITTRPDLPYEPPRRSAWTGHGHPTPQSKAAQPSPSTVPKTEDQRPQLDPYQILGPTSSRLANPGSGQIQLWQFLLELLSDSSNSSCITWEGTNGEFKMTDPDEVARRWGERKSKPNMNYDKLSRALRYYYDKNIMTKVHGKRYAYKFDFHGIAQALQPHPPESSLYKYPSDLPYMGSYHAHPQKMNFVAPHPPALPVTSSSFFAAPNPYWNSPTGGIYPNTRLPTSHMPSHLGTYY
#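 His-tagged ERG Ets domain (1 uM in the protein solution; 300mM KCl, 50mM Tris-HCl, 1mM EDTA, 1mM DTT, pH 7.5) received compound, then a probe mix of 5 nM fluorescein-DNA and 100nM Texas-615-DNA. Fluorescence polarization was read for both dyes.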
# JMJD2A Tudor inh = qHTS Assay for Inhibitors of JMJD2A-Tudor Domain; Lysine-specific demethylase 4A (Homo sapiens), O75164; AlphaScreen JMJD2A-Tudor / H3K4me3 peptide binding; Potency, µM (highest dose often 114 µM), for the others: at the highest dose activity change, negative = inhibition, most hits filed as inhibitors; hit rate 4.4% among 390,000; note: potency is the fitted concentration of half-maximal effect; % is set by controls: 0 for no effect and ±100 for the full control effect; nearly all actives have a fitted effect of over 50% in size
# HP1b chromo inh = HTS for Inhibitors of HP1-beta Chromodomain Interactions with Methylated Histone Tails; Chromobox protein homolog 1 (Homo sapiens), P83916; AlphaScreen HP1-beta / biotin-H3K9me3 peptide binding; Potency, µM (doses to about 114 µM), inactives show top-dose activity change, negative = inhibition, actives largely listed as inhibitors; hit rate 0.56% among 390,000; note: potency is the fitted concentration of half-maximal effect; nearly all actives have a fitted effect of over 70% in size; inactives centre near 23
#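 AlphaScreen: HP1-beta (50 nM) preformed 30 min with biotin-H3(1-18)K9me3 peptide (50 nM) in PBS pH 7.4, 0.01% Tween-20. Compound added for 30 min at RT, then streptavidin donor/nickel chelate acceptor beads (10 ug/mL) for 30 min.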
# BAZ2B inh = qHTS Assay for Inhibitors of BAZ2B; AlphaScreen BAZ2B-H3K14Ac peptide displacement; Potency, µM (series often up to 114 µM), without a hit: at the highest dose activity change, negative = inhibition, hits mostly inhibitors; hit rate 4.4% among 360,000; note: potency is the fitted concentration of half-maximal effect; % is set by controls: 0 for no effect and ±100 for the full control effect; nearly all actives have a fitted effect of over 60% in size
#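 BAZ2B 50 nM plus b-H3(5-23)K14Ac 50 nM, PBS pH 7.4/0.01% Tween-20, 30 min RT; compound added (max 110 uM), 30 min RT; streptavidin donor/Ni-chelate acceptor beads 10 ug/mL final, 20 min dark; AlphaScreen read.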
# * marks the source's active call; other numbers are inactive results; ? = inconclusive; . = not tested or not shown; [ ] = dose if it differs, or a comment. Unless noted, calls come from the whole dose curve; as a rule, active = well fitted curve in the direction sought with a large enough effect; inconclusive = small, poorly fitted or top-dose-only effect, or another doubt; inactive = no such curve, though single readings can be large; an effect the other way counts as inactive or inconclusive. A portion of the library; count on the stated rates, not on these rows.
SMILES,PI4K2A block,GLS inhibitor,ALOX12 inh,G9a inh,RGS4 inh,ERG-DNA inh,JMJD2A Tudor inh,HP1b chromo inh,BAZ2B inh
Cc1ccc(N(CCCCN2C(=O)c3ccccc3C2=O)C(=O)c2ccc(Cl)s2)cc1,0,5%,2%,33%[activator][59 µM],14%,?,5%,36%,8%
COC(=O)c1ccc(C(=O)OC)c(NC(=O)c2c(-c3ccccc3)noc2C)c1,-1,0%,4%,-35%[59 µM],16%,1%,-9%,21%,-6%
Cc1cc(C)c(C(N)=O)c(SCC(=O)c2ccc(Cl)cc2)n1,-4,-2%,-4%,-6%,4%,-3%,1%,42%[activator],-1%
COc1ccc(NC(=O)CCNC(=O)Cn2ccc3ccccc3c2=O)c(OC)c1,4,-10%,0%,0%[12.7 µM],-12%,-19%,-7%,33%[activator],-2%
Cc1cccc(C(=O)NC(=S)Nc2ccccc2C(F)(F)F)c1,1,2%,16µM*,-2%[59 µM],-49%,3%,?,-11%,-35%
C[C@@H]1CC=C[C@H]2[C@H]1C(=O)N(Cc1ccccc1)[C@H]2c1ccoc1,0,1%,?,-29%[59 µM],-26%,16%,-15%,11%,-9%
CCN(CC)C(=O)c1[nH]cnc1C(=O)N[C@@H](Cc1ccccc1)C(=O)OCc1ccccc1,2,-2%,8%,-45%[59 µM],-7%,-5%,-8%,44%[activator],-28%
CN(C)C=NC(=O)c1cc2c(n(-c3ccccc3)c1=O)CC(C)(C)CC2=O,1,1%,8%,-8%[59 µM],11%,-4%,-12%,24%,2%
O=C(N/N=C/c1cccnc1)c1ccc([N+](=O)[O-])cc1Cl,2,9%,-20%,-11%,13%,1%,-15%,15%,14%
COc1cccc(NC(=O)Cn2c(-c3cncs3)nc3ccccc32)c1,6,-7%,7%,?,-36%,3%,-31%,43%[activator],8%
Cc1ccc(-c2onc(C)c2C)cc1S(=O)(=O)N1CCN(c2ccccc2F)CC1,-1,6%,-17%,3%[59 µM],12%,-1%,-16%,30%,-1%
O=C(COC(=O)CNC(=O)c1ccccc1)NCCCc1ccccc1,-3,1%,10%,.,-7%,-3%,-1%,28%[57 µM],.
CC(C)=CC(=O)O[C@H]1[C@@H]2[C@H](C)C(=O)O[C@@H]2C[C@@H](C)[C@@H]2[C@@H](O)CC(=O)[C@]21C,-7,-7%,-30%,25%[59 µM],-3%,-4%,-12%,45%[activator],-1%
Cc1ccc(S(=O)(=O)NCC(c2ccc(N(C)C)cc2)N2CCOCC2)cc1 (configuration not stated),4,22%,-8%,?,17%,-1%,?,-23%,-35%
COc1ccccc1C(=O)Nc1cc2cc(Br)ccc2oc1=O,0,-6%,-5%,95%[activator][59 µM],?,-3%,4%,43%[activator],-1%
CC(C)Cc1[nH]c(=O)c(C#N)c2c1COC(C)(C)C2,-7,-3%,0%,7%[12.7 µM],-1%,2%,-5%,24%,3%
O=C(NN=C1CCCC1)c1ccc(Cl)cc1,-3,1%,9%,-5%,-17%,16%,-7%,46%[activator],?
CN(CC(=O)Nc1cc(Cl)ccc1Cl)C1CCS(=O)(=O)C1 (configuration not stated),-4,0%,17%,-12%[12.7 µM],-29%,12%,-3%,42%[activator],-1%
CCCCCCCCCCCCN1C/C(=C\C(=O)OCC)c2ccccc2S1(=O)=O,-1,0%,-8%,.,-36%,-4%,128%[activator],159%[activator],60%[activator]
O=C(Nc1ccc(Cl)c(S(=O)(=O)N2CCCCC2)c1)c1ccncc1,-3,6%,2%,56µM*,19%,-5%,-12%,12%,1%

# ALOX12 inh: entries above that show a hit
SMILES,PI4K2A block,GLS inhibitor,ALOX12 inh,G9a inh,RGS4 inh,ERG-DNA inh,JMJD2A Tudor inh,HP1b chromo inh,BAZ2B inh
Cc1cccc(C(=O)NC(=S)Nc2ccccc2C(F)(F)F)c1,1,2%,16µM*,-2%[59 µM],-49%,3%,?,-11%,-35%

# (listing goes on)
SMILES,PI4K2A block,GLS inhibitor,ALOX12 inh,G9a inh,RGS4 inh,ERG-DNA inh,JMJD2A Tudor inh,HP1b chromo inh,BAZ2B inh
COc1cc(-c2noc(C3CCCN(C(=O)c4ccccc4)C3)n2)cc(OC)c1OC (configuration not stated),-25,0%,0%,28%,-6%,9%,4%,57%[activator],-1%
O=S1(=O)CCC(NCC2CCCO2)C1 (configuration not stated),10,2%,-6%,50µM*,15%,0%,-20%,25%,-31%
O=C(Nc1ccccc1)c1ccccc1NC(=O)C1CCCCC1,2,-14%,0%,?,1%,-7%,-14%,22%,-1%
O=C(C1CCN(C2CC(=O)N(Cc3ccccc3)C2=O)CC1)N1CCCCCC1 (configuration not stated),-8,3%,0%,-14%[59 µM],0%,-2%,-14%,46%,19%
COc1ccc(C2C(C(=O)c3ccco3)=C(O)C(=O)N2c2nnc(C)s2)cc1OC (configuration not stated),-4,29%,?,50µM*,24%,3%,25µM*,-6%,-3%
O=C(CNC(=O)c1cc(Cl)cc([N+](=O)[O-])c1)OCC(=O)N1CCCCC1,-4,-3%,2%,-3%[2.33 µM],-30%,-6%,-3%,27%,-11%
COc1ccc(NC(=O)c2ccc(-c3nn(C)c(=O)c4ccccc34)cc2)cc1,1,4%,4%,.,14%,77%[activator],-15%,9%,8%
Cc1ccc(O)c(N=Nc2nccs2)c1,-5,21%,-10%,?,5%,10%,35µM*,?,10µM*
O=C(NC1CCCC1)c1cc2c(=O)n3ccccc3nc2s1,-2,-2%,44%[activator],18%[12.7 µM],-11%,-10%,-5%,56%[activator],8%
O=C(COC(=O)C1CCN(S(=O)(=O)c2cccs2)CC1)NCc1ccccc1,-8,-1%,1%,-7%,-11%,8%,-3%,27%,-5%
Cc1cccc(/C=C/C(=O)c2ccc([N+](=O)[O-])o2)c1,-4,-9%,?,-17%[2.33 µM],?,0%,-32%,17%,?
O=C(CCc1ccccc1)Nc1nnc(-c2ccccn2)o1,-1,8%,-7%,?,5%,13%,20µM*,9%,50µM*
CCOC(=O)[C@@H]1[C@H]2COc3cc(OC)ccc3[C@@H]2N2C(=O)N(c3cccc(Cl)c3)C(=O)[C@]12C,3,5%,.,-29%,3%,18%,-15%,12%,-27%
COC(=O)[C@H](Cc1ccccc1)NC(=O)N1Cc2ccccc2C[C@H]1C(=O)OC,-5,-5%,11%,16%,-7%,-1%,-5%,95%[activator],-1%
O=C(CCC1CCCCC1)NCc1cccnc1,0,4%,?,23%,17%,4%,-6%,27%,-1%
CN1c2ccccc2C2(C)CCCC3=Cc4cccc([N+](=O)[O-])c4OC312 (configuration not stated),1,3%,11%,-28%[59 µM],-2%,2%,?,-21%,?
Clc1ccc2c(c1)C(c1cccs1)=NNC(c1cccnc1)=N2,6,4%,-3%,13%,-13%,-5%,-24%,5%,-25%
CN(Cc1ccccc1Cl)C(=O)CNC(=O)C12CC3CC(CC(C3)C1)C2,0,-6%,389%[activator],.,5%,1%,-3%,37%[activator],.
O=C(CCc1ccccc1)Nc1cc(S(=O)(=O)N2CCOCC2)ccc1N1CCCC1,-1,118%[activator],2%,-48%,16%,5%,-14%,21%,-28%
O=C(Nc1ccnn1C1CCN(C2CCCC2)CC1)c1ccccc1,4,3%,0%,22%,14%,3%,-5%,13%,9%
COC(=O)c1ccc(C)c(NC(=O)CCSc2ccc(C)cc2)c1,7,6%,4%,25%[59 µM],16%,.,-12%,12%,-3%
O=C(Nc1ccc(F)cc1)c1cc(S(=O)(=O)N2CCCCC2)ccc1F,2,0%,-6%,8%,-4%,1%,-5%,20%[57 µM],-1%
Cc1nc(CSc2n[nH]c(=O)n2-c2cccc(F)c2)cs1,4,5%,0%,-4%,14%,-9%,-3%,8%,-3%
C=CCn1cc(C(=O)NCC2CCCO2)c(=O)c2cc(S(=O)(=O)N3CCCCCC3)ccc21 (configuration not stated),2,-3%,16%,7%[59 µM],-1%,-1%,-13%,24%,-9%
Cc1cc(CNC(=O)c2ccc3c(c2)OCO3)c2ccccc2n1,3,19%,?,35µM*,2%,-1%,-5%,43%[activator],-33%
COc1ccc(C(=O)Nc2ccc(Nc3ccccc3)cc2)cc1[N+](=O)[O-],-2,9%,0%,?,-12%,-5%,35µM*,?,?
CCOc1ccc(-n2nc3ccc(NC(=O)Cc4ccccc4)cc3n2)cc1,21,9%,-26%,-36%[59 µM],?,0%,-15%,-8%,-1%
CCn1c(CNc2ccccc2Cl)nnc1SCC(=O)OC1CCCCC1,0,40%[activator],15%,?,3%,.,-10%,9%,-9%
O=C(c1cnn(C(=O)c2ccco2)c1)c1cc(F)ccc1O,5,3%,-3%,.,9%,-2%,3%,62%[activator],.
CC(C)NS(=O)(=O)c1ccc(NC(=O)Cc2ccsc2)cc1,2,-10%,0%,41%,-6%,-3%,0%,64%[activator],3%
